PostGolgi ctrl = growth of the yeast control strain, post-Golgi counter-screen | hit rate 5% among 98,000 | efflux-deficient yeast background strain, growth absorbance A615, 16 h | AID 738 | inhibition, % at 10 µM
hDAT+cocaine = changed human dopamine transporter uptake under cocaine IC80. Q01959. LLC-PK1 hDAT cells, [14C]-dopamine uptake with cocaine IC80; actives deviate in either direction. B-score at 10 µM. hit rate 1.3% among 110,000;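 active = Z score or B-score, a plate-position-corrected score, falls beyond the plate's 99.7% confidence bounds, in either direction; inactive = both scores lie inside the 99.7% bounds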;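 also: scored against the spread of the other compound wells on the same plate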
S1P2 blocker = antagonists of human S1P2 receptor. AID 736. hit rate 0.21% among 97,000. O95136. inhibition, % at 5 µM. cell-based S1P2 antagonist assay, inhibition at 5 uM; in the data active = inhibition above about 45%;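 also: CRE beta-lactamase reporter cells expressing human S1P2 stimulated with S1P; 0% = agonist at EC80 alone and 100% = agonist plus reference antagonist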
Target sequence (O95136 whole entry, looked up): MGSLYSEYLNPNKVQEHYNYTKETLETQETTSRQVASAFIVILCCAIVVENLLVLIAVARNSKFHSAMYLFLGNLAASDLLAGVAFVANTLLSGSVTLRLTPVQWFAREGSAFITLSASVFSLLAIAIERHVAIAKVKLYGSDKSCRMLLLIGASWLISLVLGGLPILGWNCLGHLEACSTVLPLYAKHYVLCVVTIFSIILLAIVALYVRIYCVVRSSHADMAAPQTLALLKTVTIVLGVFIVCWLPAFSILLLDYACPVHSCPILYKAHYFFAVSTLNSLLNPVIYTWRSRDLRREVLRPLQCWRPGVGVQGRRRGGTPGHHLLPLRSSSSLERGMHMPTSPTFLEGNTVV
sEH act = increases human soluble epoxide hydrolase activity. activation, % at 2 µM. P34913. hit rate 0.04% among 91,000. purified human sEH enzymatic activity, activator screen. AID 717; in the data active = activation above about 37%; also: values of inactives mirror those of a sister screen read the other way
CYP2C19 inh = human CYP2C19 inhibition; CYP2C19 Supersomes, luciferin-H EGE luminescence, 30 min; inhibition, % at 5 µM; hit rate 21% among 96,000; AID 778;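 active = CYP2C19 inhibition above a set limit at 5 µM in the primary screen, cut at about 50% in these data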;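 also: plate controls were negative control wells for no effect and 2.5 mM tranylcypromine positive control for full effect; values of inactives mirror those of a sister screen read the other way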
Target sequence (P33261 whole entry, looked up): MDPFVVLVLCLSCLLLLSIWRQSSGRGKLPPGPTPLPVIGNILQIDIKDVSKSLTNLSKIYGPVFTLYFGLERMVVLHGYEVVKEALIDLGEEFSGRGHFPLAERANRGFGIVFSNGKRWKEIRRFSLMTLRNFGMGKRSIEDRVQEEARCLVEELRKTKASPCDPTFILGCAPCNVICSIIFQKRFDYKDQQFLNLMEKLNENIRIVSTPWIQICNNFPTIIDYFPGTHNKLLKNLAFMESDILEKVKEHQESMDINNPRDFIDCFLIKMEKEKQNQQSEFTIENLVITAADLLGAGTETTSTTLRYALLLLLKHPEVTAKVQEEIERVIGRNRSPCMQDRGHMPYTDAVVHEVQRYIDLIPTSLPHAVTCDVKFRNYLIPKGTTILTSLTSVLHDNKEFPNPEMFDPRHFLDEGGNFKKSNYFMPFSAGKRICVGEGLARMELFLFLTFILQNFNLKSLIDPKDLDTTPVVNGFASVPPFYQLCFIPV
PostGolgi yeast = growth inhibition of a yeast mutant, post-Golgi transport screen; post-Golgi transport phenotypic cell assay; inhibition, % at 10 µM; hit rate 0.9% among 98,000;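 also: yeast cells grown in 1536-well plates; yeast grown about 18 h at 30C before absorbance read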
S1P2 agonist = agonists of human S1P2 receptor; O95136; S1P2-expressing cell line, agonist reporter read-out; activation, % at 4.5 µM; hit rate 0.46% among 97,000; AID 729; in the data active = activation above about 16%;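 also: 0% = vehicle low control and 100% = maximal reference agonist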
sEH inhibitor = blocks human soluble epoxide hydrolase activity; hit rate 0.34% among 91,000; AID 707; inhibition, % at 2 µM; recombinant human sEH enzymatic activity assay; P34913; in the data active = inhibition above about 80%; also: values of inactives mirror those of a sister screen read the other way; many of its hits are not listed in these tables
CYP2C19 activ = cytochrome P450 2C19 (human) activation. AID 1025. P33261. recombinant CYP2C19, luciferin-H EGE luminescence; active compounds read high; 0 = fully inhibited enzyme, 1 = untreated enzyme. activation factor at 5 µM. 96,000 tested, under 10 active;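 active = activation factor of at least 2 at 5 µM in the primary screen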;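 also: 0 = wells with 2.5 mM tranylcypromine and 1 = vehicle-only wells; values of inactives mirror those of a sister screen read the other way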
* = called active by the depositor. Rule as the data show it, unless noted: active = inhibition above about 30%; inactive = the rest.

What do the screens show for `CC1CC(c2ccccc2)n2nc(NC(=O)c3ccco3)nc2N1` (centres undefined)?
PostGolgi ctrl: 0; hDAT+cocaine: -0.021; S1P2 blocker: 20; sEH act: -2; CYP2C19 inh: -19; PostGolgi yeast: -6; S1P2 agonist: -9; sEH inhibitor: 1; CYP2C19 activ: 1.2

How did COc1ccc(-c2c3c(nc4sc5c(Cl)nc(C)nc5c24)CCC3)cc1 do in these assays?
PostGolgi ctrl: 10; hDAT+cocaine: -0.78; S1P2 blocker: -29; sEH act: -12; CYP2C19 inh: -6; PostGolgi yeast: 8; S1P2 agonist: -2; sEH inhibitor: 14; CYP2C19 activ: 1.1

How did CCc1ccc(C(C)NC(=O)c2cc(C)oc2C)cc1 (centres undefined) do in these assays?
PostGolgi ctrl: 1; hDAT+cocaine: -0.033; S1P2 blocker: -15; sEH act: 10; CYP2C19 inh: 42; PostGolgi yeast: 5; S1P2 agonist: 0; sEH inhibitor: -11; CYP2C19 activ: 0.6

What do the screens show for `CCOC(=O)COc1c(Br)cc(/C=C2\SC(=O)N(CC(=O)N3CCCC3)C2=O)cc1OC`?
PostGolgi ctrl: 6; S1P2 blocker: -10; sEH act: 0; CYP2C19 inh: 19; PostGolgi yeast: 5; S1P2 agonist: -2; sEH inhibitor: 1; CYP2C19 activ: 0.8

What do the screens show for `COc1ccccc1NC1C=CS(=O)(=O)C1` (centres undefined)?
PostGolgi ctrl: 15; hDAT+cocaine: -0.62; S1P2 blocker: 13; sEH act: 0; CYP2C19 inh: -2; PostGolgi yeast: 2; S1P2 agonist: -10; sEH inhibitor: 0; CYP2C19 activ: 1

What do the screens show for `Cc1nc(NC(=O)COC(=O)C(NC(=O)c2ccco2)C(C)C)c(Cl)cc1Cl` (centres undefined)?
PostGolgi ctrl: 2; hDAT+cocaine: 1.1; S1P2 blocker: -2; sEH act: -6; CYP2C19 inh: 95*; PostGolgi yeast: -3; S1P2 agonist: -2; sEH inhibitor: 8; CYP2C19 activ: 0.1

What do the screens show for `CCOC(=O)C1CCN(C(c2cccc(OC)c2)c2sc3nc(C)nn3c2O)CC1` (centres undefined)?
PostGolgi ctrl: 0; hDAT+cocaine: 1.6; CYP2C19 inh: 87*; PostGolgi yeast: 5; CYP2C19 activ: 0.1

How did CCOC(=O)C1=C(O)CSC1=Nc1ccccc1 do in these assays?
PostGolgi ctrl: 4; hDAT+cocaine: 0.8; S1P2 blocker: -19; sEH act: 1; CYP2C19 inh: 16; PostGolgi yeast: 3; S1P2 agonist: -3; sEH inhibitor: -2; CYP2C19 activ: 0.8

Results for C=COCCNC(=O)C(=O)NCC(C)C ?
hDAT+cocaine: -0.64; S1P2 blocker: -5; sEH act: 10; S1P2 agonist: -1; sEH inhibitor: -12

Results for CC1CCCCC1NC(=O)CSc1nnnn1-c1ccccc1 (centres undefined) ?
PostGolgi ctrl: -2; hDAT+cocaine: -0.93; S1P2 blocker: -6; sEH act: -34; CYP2C19 inh: 89*; PostGolgi yeast: 38*; S1P2 agonist: -3; sEH inhibitor: 34; CYP2C19 activ: 0.1

Results for COc1cccc(-n2c(SCC(=O)Nc3cc(C)on3)nc3ccccc3c2=O)c1 ?
PostGolgi ctrl: 8; hDAT+cocaine: -0.59; S1P2 blocker: -20; sEH act: 3; CYP2C19 inh: 16; PostGolgi yeast: -2; S1P2 agonist: 1; sEH inhibitor: -4; CYP2C19 activ: 0.8

Results for O=C(CCC(=O)c1cccs1)c1cccs1 ?
hDAT+cocaine: -0.073; S1P2 blocker: 13; sEH act: -2; S1P2 agonist: -5; sEH inhibitor: 4

Results for CCCCCn1c(CN2CCN(CCO)CC2)nc2c1c(=O)n(C)c(=O)n2C ?
PostGolgi ctrl: 7; hDAT+cocaine: 0.34; S1P2 blocker: 16; sEH act: 2; CYP2C19 inh: -2; PostGolgi yeast: 6; S1P2 agonist: -5; sEH inhibitor: -1; CYP2C19 activ: 1

How did O=C(CNC(=O)c1cccs1)c1ccc(F)cc1 do in these assays?
hDAT+cocaine: -0.011; S1P2 blocker: -19; sEH act: 1; S1P2 agonist: -2; sEH inhibitor: 2

Results for COc1ccc(CCN2C(=O)CC(NCCc3ccc(S(N)(=O)=O)cc3)C2=O)cc1OC (centres undefined) ?
PostGolgi ctrl: 3; hDAT+cocaine: -0.072; S1P2 blocker: -1; sEH act: -3; CYP2C19 inh: 4; PostGolgi yeast: 2; S1P2 agonist: -1; sEH inhibitor: 1; CYP2C19 activ: 1

Reprinted from the listing for reference:
Results for O=C(CCC(=O)c1cccs1)c1cccs1 ?
hDAT+cocaine: -0.073; S1P2 blocker: 13; sEH act: -2; S1P2 agonist: -5; sEH inhibitor: 4

Results for CCCCCn1c(CN2CCN(CCO)CC2)nc2c1c(=O)n(C)c(=O)n2C ?
PostGolgi ctrl: 7; hDAT+cocaine: 0.34; S1P2 blocker: 16; sEH act: 2; CYP2C19 inh: -2; PostGolgi yeast: 6; S1P2 agonist: -5; sEH inhibitor: -1; CYP2C19 activ: 1

How did O=C(CNC(=O)c1cccs1)c1ccc(F)cc1 do in these assays?
hDAT+cocaine: -0.011; S1P2 blocker: -19; sEH act: 1; S1P2 agonist: -2; sEH inhibitor: 2

Results for COc1ccc(CCN2C(=O)CC(NCCc3ccc(S(N)(=O)=O)cc3)C2=O)cc1OC (centres undefined) ?
PostGolgi ctrl: 3; hDAT+cocaine: -0.072; S1P2 blocker: -1; sEH act: -3; CYP2C19 inh: 4; PostGolgi yeast: 2; S1P2 agonist: -1; sEH inhibitor: 1; CYP2C19 activ: 1

The main list resumes with the two entries that preceded the break.
How did O=C(CNC(=O)c1cccs1)c1ccc(F)cc1 do in these assays?
hDAT+cocaine: -0.011; S1P2 blocker: -19; sEH act: 1; S1P2 agonist: -2; sEH inhibitor: 2

Results for COc1ccc(CCN2C(=O)CC(NCCc3ccc(S(N)(=O)=O)cc3)C2=O)cc1OC (centres undefined) ?
PostGolgi ctrl: 3; hDAT+cocaine: -0.072; S1P2 blocker: -1; sEH act: -3; CYP2C19 inh: 4; PostGolgi yeast: 2; S1P2 agonist: -1; sEH inhibitor: 1; CYP2C19 activ: 1

Results for Nc1cc(N)nc(SCCN2CCCCC2)n1 ?
PostGolgi ctrl: 4; hDAT+cocaine: -0.09; S1P2 blocker: 19; sEH act: 11; CYP2C19 inh: 2; PostGolgi yeast: -15; S1P2 agonist: -6; sEH inhibitor: -11; CYP2C19 activ: 1

What do the screens show for `CCOC(=O)C1=C(C)OC(N)=C(C#N)C1c1c(C)nn(-c2ccc(C)cc2)c1Cl` (centres undefined)?
PostGolgi ctrl: 21; hDAT+cocaine: 1.3; S1P2 blocker: -11; sEH act: -1; CYP2C19 inh: 100*; PostGolgi yeast: -9; S1P2 agonist: -5; sEH inhibitor: 2; CYP2C19 activ: 0

What do the screens show for `Cc1csc(Sc2ccc([N+](=O)[O-])cc2C(=O)OCC(=O)NC(=O)NC(C)(C)C)n1`?
PostGolgi ctrl: 7; hDAT+cocaine: -0.41; S1P2 blocker: -5; sEH act: -8; CYP2C19 inh: 19; PostGolgi yeast: 2; S1P2 agonist: -4; sEH inhibitor: 9; CYP2C19 activ: 0.8

How did Cc1cc(C)n(-c2ccc(C(=O)Nc3nnc(C)s3)cc2)n1 do in these assays?
PostGolgi ctrl: 12; hDAT+cocaine: 0.39; S1P2 blocker: -19; sEH act: 4; CYP2C19 inh: 13; PostGolgi yeast: 5; S1P2 agonist: 0; sEH inhibitor: -2; CYP2C19 activ: 0.9

Results for Cc1ccc(S(=O)(=O)Nc2nc3ccc(S(=O)(=O)N4CCCC4)cc3s2)cc1 ?
PostGolgi ctrl: 9; hDAT+cocaine: 0.087; S1P2 blocker: 3; sEH act: -6; CYP2C19 inh: 4; PostGolgi yeast: -6; S1P2 agonist: -3; sEH inhibitor: 9; CYP2C19 activ: 1

Results for CC1Cc2ccccc2N1C(=O)COc1nc2ccccc2nc1N1CCOCC1 (centres undefined) ?
PostGolgi ctrl: 12; S1P2 blocker: -6; sEH act: -4; CYP2C19 inh: 20; PostGolgi yeast: -5; S1P2 agonist: -4; sEH inhibitor: 2; CYP2C19 activ: 0.8

Results for Cn1c(Sc2ccc(Cl)cc2)c(C=O)c2ccccc21 ?
PostGolgi ctrl: 37*; hDAT+cocaine: -0.047; S1P2 blocker: 25; sEH act: 2; CYP2C19 inh: 4; PostGolgi yeast: 8; S1P2 agonist: -10; sEH inhibitor: 0; CYP2C19 activ: 1

What do the screens show for `Cc1nn(CC(=O)NCc2ccc(OC(C)C)cc2)c(=O)c2cc3occc3n12`?
PostGolgi ctrl: 9; S1P2 blocker: 2; sEH act: -4; CYP2C19 inh: 8; PostGolgi yeast: 0; S1P2 agonist: -5; sEH inhibitor: 4; CYP2C19 activ: 0.9

How did CC(C)(C)C1=C[C@@H](CO)C[C@@H](CO)C1 do in these assays?
PostGolgi ctrl: 9; hDAT+cocaine: -0.11; S1P2 blocker: 18; CYP2C19 inh: 8; PostGolgi yeast: -5; S1P2 agonist: -7; CYP2C19 activ: 0.9

Results for CCc1cc(N2CCOCC2)cc2c1[nH]c1ccccc12 ?
PostGolgi ctrl: 36*; hDAT+cocaine: -0.43; S1P2 blocker: 7; sEH act: 8; CYP2C19 inh: 44; PostGolgi yeast: -11; S1P2 agonist: -2; sEH inhibitor: -12; CYP2C19 activ: 0.6

What do the screens show for `Cn1c(NC(=O)c2cccs2)c(-c2cccs2)c(=O)c2ccccc21`?
PostGolgi ctrl: 32*; hDAT+cocaine: -1.1; S1P2 blocker: 35; sEH act: -2; CYP2C19 inh: 4; PostGolgi yeast: 4; S1P2 agonist: -1; sEH inhibitor: 1; CYP2C19 activ: 1

What do the screens show for `COc1ccc(C(OC(=O)c2ccco2)C(=O)NC2CCCCC2)cc1` (centres undefined)?
hDAT+cocaine: -0.61; S1P2 blocker: 8; sEH act: -3; S1P2 agonist: -4; sEH inhibitor: 3

Results for CC1=C(C(N)=O)C(c2ccccn2)n2nc(-c3ccccc3Cl)nc2N1 (centres undefined) ?
PostGolgi ctrl: -5; hDAT+cocaine: 0.0056; S1P2 blocker: 14; sEH act: 10; CYP2C19 inh: 11; PostGolgi yeast: -2; S1P2 agonist: -5; sEH inhibitor: -11; CYP2C19 activ: 0.9

How did CCC1(C)OCC(Cn2c3ccccc3c3ccccc32)O1 (centres undefined) do in these assays?
hDAT+cocaine: 0.093; S1P2 blocker: -16; sEH act: 5; S1P2 agonist: -3; sEH inhibitor: -2

How did CCOc1ccc(NC(=O)CN2CCN(CC(=O)Nc3ccc(Cl)c(C(F)(F)F)c3)CC2)cc1 do in these assays?
PostGolgi ctrl: 35*; hDAT+cocaine: 0.15; S1P2 blocker: 23; sEH act: -6; CYP2C19 inh: 23; PostGolgi yeast: -3; S1P2 agonist: -6; sEH inhibitor: 8; CYP2C19 activ: 0.8

How did O=C(CS(=O)(=O)Cc1ccccc1)Nc1nnc(C2CCCCC2)s1 do in these assays?
PostGolgi ctrl: -2; hDAT+cocaine: 0.62; S1P2 blocker: 7; sEH act: -8; CYP2C19 inh: -1; PostGolgi yeast: 1; S1P2 agonist: -2; sEH inhibitor: 8; CYP2C19 activ: 1

How did O=C(CSc1cccc2cccc(Cl)c12)OCC(=O)N1CCN(C(=O)c2ccco2)CC1 do in these assays?
PostGolgi ctrl: 11; S1P2 blocker: 3; sEH act: 3; CYP2C19 inh: 9; PostGolgi yeast: 6; S1P2 agonist: -5; sEH inhibitor: -6; CYP2C19 activ: 0.9

How did COc1ccc(N=C/C=C2\C=C(c3ccccc3)OC(C)(C)O2)cc1 do in these assays?
hDAT+cocaine: 0.36; S1P2 blocker: 7; sEH act: 6; S1P2 agonist: -6; sEH inhibitor: -4

Results for COc1ccc(C(C)NC(=O)C2CCCO2)cc1OC (centres undefined) ?
PostGolgi ctrl: 11; hDAT+cocaine: -0.19; S1P2 blocker: -9; sEH act: -5; CYP2C19 inh: 5; PostGolgi yeast: -6; S1P2 agonist: -7; sEH inhibitor: 5; CYP2C19 activ: 0.9
